RGS4 block: RGS4 inhibitors, primary screen, cell-based, HEK293 M3R inducible RGS4, calcium flux; Fluo-4 calcium flux; stronger effect = higher value; triggered by carbachol at its EC20; B-score at 10 µM; actives 0.45% (n = 310,000); AID 463165, 2010;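 active means B-score, a plate-corrected calcium signal, over three deviations above library mean, with baseline fluorescence within five deviations of library mean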;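 further: RGS4 expression induced by doxycycline in cells with stable M3 receptor; B-score is computed from the integrated fluorescence ratio over baseline after carbachol; higher B-score means a larger calcium signal and so more RGS4 inhibition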
Target sequence (P49798 whole entry, looked up): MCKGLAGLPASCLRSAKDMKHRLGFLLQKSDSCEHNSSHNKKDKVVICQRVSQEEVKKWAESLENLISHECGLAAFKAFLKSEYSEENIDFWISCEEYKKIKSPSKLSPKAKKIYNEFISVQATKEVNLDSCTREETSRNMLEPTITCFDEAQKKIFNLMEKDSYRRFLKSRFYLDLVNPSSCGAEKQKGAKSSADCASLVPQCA
ANO1 block: TMEM16A chloride channel inhibitors, primary screen, cell-based, HTS; actives 1.2% (n = 310,000); normalized B-score (activity score, 25-100; higher = stronger inhibition) at 10 µM; HEK293 TMEM16A/YFP iodide influx fluorescence, ionomycin; Anoctamin-1 (Mus musculus), Q8BHY3;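 active means ratio plate-corrected score three or more library SD toward inhibition, starting fluorescence score within five deviations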;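 further: score derived from kinetic fluorescence span divided by baseline fluorescence per well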
MrgX1 PAM: positive allosteric modulators of MrgX1, primary screen, HEK293 cells, Fluo-4 calcium flux | FDSS; stronger effect = higher value | actives 0.63% (n = 310,000) | Mas-related G-protein coupled receptor member X1 (Homo sapiens), Q96LB2 | B-score at 10 µM;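 active means plate-corrected calcium response at least 3 library SD above typical, normal starting fluorescence, not activating the receptor alone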;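 further: compound read alongside a low EC10 to EC30 dose of BAM8-22 agonist; peak minus trough fluorescence over baseline measured at the second addition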
Target sequence (Q96LB2 whole entry, looked up): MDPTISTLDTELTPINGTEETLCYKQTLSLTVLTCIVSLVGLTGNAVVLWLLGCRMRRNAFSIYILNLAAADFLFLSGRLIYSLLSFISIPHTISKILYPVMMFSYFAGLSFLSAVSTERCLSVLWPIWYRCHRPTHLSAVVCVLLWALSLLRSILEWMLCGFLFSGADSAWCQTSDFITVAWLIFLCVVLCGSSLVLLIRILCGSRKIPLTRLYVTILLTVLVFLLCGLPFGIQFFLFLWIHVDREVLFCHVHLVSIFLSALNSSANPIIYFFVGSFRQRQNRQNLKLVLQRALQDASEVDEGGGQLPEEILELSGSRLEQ
MrgX1 antagonist: antagonists of human MrgX1 receptor, primary screen, HEK293 cells, Fluo-4 calcium flux; actives 1.3% (n = 310,000); Mas-related G-protein coupled receptor member X1 (Homo sapiens), Q96LB2; BAM8-22 antagonism; stronger effect = lower value; B-score at 10 µM;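 active means calcium-response B-score plate-corrected more than 3 library SD below zero, starting fluorescence within 5 deviations, no agonist response on first addition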;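 further: peak minus trough fluorescence over baseline after final BAM8-22 challenge near maximal dose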
TRPC6 inh: mouse TRPC6 channel inhibitors, primary screen, cell-based, HEK293, membrane potential dye. Short transient receptor potential channel 6 (Mus musculus), Q61143. ACh-evoked depolarization; stronger effect = lower value. B-score at 10 µM. actives 1.1% (n = 310,000). AID 2553, 2010;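 active means B-score under library mean minus 3 SD, initial fluorescence not abnormally high, positive integrated signal ratio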;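 further: B-score derived from integrated fluorescence ratio over the kinetic read; more negative B-score means stronger inhibition of depolarization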
TRPC4 PAM: positive allosteric modulators of TRPC4, primary screen, cell-based, mouse TRPC4beta, HEK293 mu-opioid, Fluo-4 calcium; Short transient receptor potential channel 4 (Mus musculus), Q9QUQ5; B-score at 10 µM; DAMGO EC20, Fluo-4 Ca2+ flux; stronger effect = higher value; actives 0.42% (n = 310,000);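 active means B-score of calcium response area above 5 SD of library B-scores, with initial fluorescence ratio within 5 SD of library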;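 further: B-score of integrated fluorescence ratio over time as area under calcium response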
TRPC4 act: activators of mouse TRPC4 channel, primary screen, Fluo4 calcium, HEK293 TRPC4beta/mu-opioid cells; actives 0.49% (n = 310,000); Short transient receptor potential channel 4 (Mus musculus), Q9QUQ5; Fluo4 calcium fluorescence; stronger effect = higher value; B-score at 10 µM;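 active means B-score above 5 SD of library B-scores, and initial fluorescence ratio not above library mean plus 5 SD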;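 further: positive B-score marks a calcium rise read as TRPC4 activation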
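System – HEK293 cells stably co-expressing mouse TRPC4beta and mu-opioid receptor · Signal – Fluo4 calcium-sensitive dye fluorescence, kinetic, 1 Hz baseline · Benchmarks – buffer (low) and maximal DAMGO (high) · Read-out – B score of integrated fluorescence ratio per well · Incubation – dye loading 45 min room temperature, 110 s kinetic read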
TRPC6 act: mouse TRPC6 channel activators, primary screen, cell-based, HEK293, membrane potential dye. Short transient receptor potential channel 6 (Mus musculus), Q61143. HEK293-TRPC6 membrane potential dye fluorescence; stronger effect = higher value. B-score at 10 µM. actives 0.13% (n = 310,000). AID 2550, 2010;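 active means B-score of the integrated fluorescence ratio above library mean plus 3 SD, and starting fluorescence ratio within library mean plus 5 SD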;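 further: higher score means more depolarization so channel activation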
MrgX1 agonist: agonists of human MrgX1 receptor, primary screen, HEK293 cells, Fluo-4 calcium flux. Fluo-4 calcium fluorescence, agonist mode; stronger effect = higher value. B-score at 10 µM. actives 0.44% (n = 310,000). AID 588627, 2011;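 active means calcium response B-score plate-corrected fluorescence ratio at least 3 library SD, with starting fluorescence B-score inside 5 SD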
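Test system: HEK293 cells stably expressing human MrgX1 receptor; Input: fifteen thousand cells per well; Dosing: compound delivered in addition one of three; Schedule: overnight seeding, then 1 h dark dye loading; Technique: Fluo-4 NW calcium fluorescence; Measure: B-scored fluorescence response ratio; Controls: positive and negative controls per plate.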
TMEM16A act: TMEM16A chloride channel activators or potentiators, primary screen, cell-based, HTS | AID 623877, 2012 | actives 0.3% (n = 340,000) | Anoctamin-1 (Mus musculus), Q8BHY3 | HEK293 TMEM16A/YFP-H148Q/I152L, iodide quench fluorescence; stronger effect = lower value | B-score at 10 µM;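 active means fluorescence-ratio B-score plate-corrected deviation score at least 3 library SD below zero, with starting fluorescence score within 5 deviations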;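 further: channel opened by trigger with iodide after compound preincubation; score built on the fluorescence ratio of max minus min over baseline; more negative score means more quench and so TMEM16A activation or potentiation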
TRPC4 block: inhibitors of mouse TRPC4 channel, primary screen, Fluo4 calcium, HEK293 TRPC4beta/mu-opioid cells; actives 0.39% (n = 300,000); DAMGO-evoked Fluo4 calcium flux; stronger effect = lower value; AID 2247, 2010; B-score at 10 µM; Short transient receptor potential channel 4 (Mus musculus), Q9QUQ5;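 active means B-score over 3 SD under the library average, no early fluorescence shift, positive overall ratio signal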
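Material: HEK293 cells with stable TRPC4beta plus mu-opioid receptor expression; probe or stimulus: DAMGO in two steps, submaximal then maximal; technique: Fluo4 calcium fluorescence by kinetic imaging, 5 s 1 Hz baseline; measure: integrated fluorescence ratio relative to baseline, converted to per-well B score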
* marks the source's active call; other numbers are inactive results; i = inactive; / = not tested or not shown.

SMILES	RGS4 block	ANO1 block	MrgX1 PAM	MrgX1 antagonist	TRPC6 inh	TRPC4 PAM	TRPC4 act	TRPC6 act	MrgX1 agonist	TMEM16A act	TRPC4 block
COc1ccc(-c2cc3c(=O)n(CC(=O)NCCCN4CCC(N5CCCCC5)CC4)nc(C)n3n2)cc1	i	i	i	i	i	i	i	i	i	i	i
Cc1ccsc1/C=N/NC(=O)CNC(=O)c1ccccc1	i	i	i	i	i	i	i	i	i	i	i
COc1ccc(N2CN=C3SCC(=O)N3C2)cc1	i	i	i	i	i	i	i	i	i	i	i
CCCCN(CC)c1nc(-c2ccncc2)nc2ccccc12	i	i	i	i	i	i	i	i	i	i	i
O=S(=O)(Nc1ccc2cn[nH]c2c1)c1ccc(Cl)s1	i	i	i	i	i	i	i	i	i	i	i
CCC(C)c1ccccc1OCCOCCN1CCCC1 (stereo not given)	i	i	i	i	i	i	i	i	i	i	i
O=C(Cn1c2[n+](c3ccc(C(F)(F)F)cc31)CCCCC2)Nc1ccc(Br)cc1	i	i	i	i	i	i	i	i	i	i	i
O=C(CN(C1CCCCC1)S(=O)(=O)c1ccccc1)NCC1CCCO1 (stereo not given)	i	/	/	/	i	i	i	i	/	i	i
COc1ccc([N+](=O)[O-])cc1N(CC(=O)N1CCOCC1)S(C)(=O)=O	i	i	i	i	i	i	i	i	i	i	i
COCCn1c(SCC(N)=O)nnc1-c1c[nH]c2ccccc12	i	i	i	i	i	i	i	i	i	i	i
COc1ccc(/C=C/C(=O)N2c3ccccc3Sc3ccc(C(F)(F)F)cc32)cc1	i	i	i	i	i	i	i	i	i	i	i
COC(=O)c1ccccc1NC(=O)C1CCN(C(=O)c2cc(OC)c(OC)c(OC)c2)CC1	i	i	i	i	i	i	i	i	i	i	i
COc1cccc(C(=O)N2c3ccccc3Sc3ccccc32)c1	i	i	i	i	i	i	i	i	i	i	i
O=C(Cc1cccs1)N1CCCC(c2nc(-c3ccc(S(=O)(=O)N4CCCC4)cc3)no2)C1 (stereo not given)	i	i	i	i	i	i	i	i	i	i	i
O=c1c(Cl)c(Cl)cnn1Cc1nnc(-c2ccccc2Br)o1	72*	/	/	/	i	i	i	i	/	-13*	i
Cn1c(N)c(C#N)c2c(c1=S)COC(C)(C)C2	i	i	i	i	i	i	i	i	i	i	i
CCc1ccc(C2C(C#N)=C(N)SC(N)=C2C#N)cc1	i	i	i	-5.3*	i	i	i	i	i	i	i
COCCN(C(=O)c1csnn1)C(C(=O)NC1CCCC1)c1ccccc1 (stereo not given)	i	i	i	i	i	i	i	i	i	i	i
O=C(CN1CCN(c2ccc(F)cc2)CC1)NC(=O)NCc1ccco1	i	i	i	i	i	i	i	i	i	i	i
C=C(C)Cn1c(-c2ccccc2)nc2ccccc21	i	i	i	i	i	i	i	i	31*	i	i
COc1ccccc1NC(=O)CSc1nnc(CSc2nc(C)cc(C)n2)o1	i	i	i	i	i	i	i	i	i	i	i
CC1CCN(C(=O)CSc2nnc(-c3ccncc3)n2C)CC1	i	i	i	i	i	i	i	i	i	i	i
COc1ccc(/C=C/C(=O)NC(=S)N2CCN(c3ccccc3OC)CC2)cc1	i	i	i	i	i	i	i	i	i	i	i
Cc1ccc(C)c(OC(=O)c2cccnc2Cl)c1C	i	i	i	i	-6.2*	i	i	i	i	i	i
Cc1cccc(NC(=O)CSc2nnnn2C)n1	i	i	i	i	i	i	i	i	i	i	i
Cc1ccccc1C(=O)Nc1ccnn1C1CCN(Cc2ccccn2)CC1	i	i	i	i	i	i	i	i	i	i	i
Cc1ccc(S(=O)(=O)N2CCN(C(=O)c3ccccn3)CC2)cc1	i	i	i	i	i	i	i	i	i	i	i
COC(=O)C1CCN(C(=O)/C=C/c2ccc(OC)cc2)CC1	i	i	i	i	i	i	i	i	i	i	i
COC(=O)c1ccc(C2=NOC(C)(c3nnc(Cc4ccccc4)o3)C2)cc1 (stereo not given)	i	i	i	i	i	i	i	i	i	i	i
COc1ccccc1/C=C(/C(=O)OCC(=O)Nc1ccccc1C(C)C)c1ccccc1	i	i	i	i	i	i	i	i	i	i	i
CC(=O)Nc1ccc(/C=N/NC(=O)CNS(=O)(=O)c2ccccc2)cc1	i	i	i	i	i	i	i	i	i	i	i
COc1ccc(S(=O)(=O)N2CCN(C(=O)NC3CCCCC3)CC2)cc1OC	i	i	i	i	i	i	i	i	i	i	i
COC(=O)c1ccccc1NC(=O)c1cc(-c2ccc(C)cc2)on1	i	i	i	i	i	i	i	i	i	i	i
CC(=O)C1=C(O)C(=O)N(Cc2ccco2)C1c1ccccc1F (stereo not given)	i	i	i	i	i	i	i	i	i	i	i
O=C(/C=C/c1ccccc1)N/C(=C/c1ccccc1)C(=O)Nc1ccccc1O	i	i	i	i	i	i	i	i	i	i	i
CC1=C(C(=O)OCC(C)C)C(c2ccsc2)NC(=O)N1 (stereo not given)	i	i	i	i	i	i	i	i	i	i	i
COc1ccc(CNCc2cccc(OC)c2OC)cc1Br	i	i	i	i	i	i	i	i	i	i	i
O=C(Nc1ccncc1)c1ccc(Cl)c(S(=O)(=O)N2CCCC2)c1	i	i	i	i	i	i	i	i	i	i	i
CC(C)COc1ccc(C(=O)Nc2ccccc2[N+](=O)[O-])cc1	i	i	i	i	i	i	i	i	i	i	i
CC(=O)NC1=NN(C(C)=O)C(C)(CC(=O)OC(C)(C)C)S1 (stereo not given)	i	i	i	i	i	i	i	i	i	i	i
CC(C)(C)c1ccc(C2C(C#N)=C(N)Oc3n[nH]c(-c4cccnc4)c32)cc1 (stereo not given)	i	i	i	i	i	i	i	i	i	i	i
COc1ccc(/C=C/c2c([N+](=O)[O-])c(=O)n(C)c(=O)n2C)cc1OC	i	i	i	i	i	i	i	i	i	i	i
Cc1ccccc1C(=O)Nc1ccnn1C1CCN(Cc2ccc(CO)o2)CC1	i	i	i	i	i	i	i	i	i	i	i
Nc1nc(-c2ccc(Cl)cc2)c(S(=O)(=O)c2ccccc2)s1	i	i	i	i	i	i	i	i	i	i	i
CC1CCN(S(=O)(=O)c2ccc(NC(=O)Cc3ccc(S(=O)(=O)N4CCOCC4)s3)cc2)CC1	i	i	i	i	i	i	i	i	i	i	i
NS(=O)(=O)c1ccc(CCNC(=O)Cc2ccccc2[N+](=O)[O-])cc1	i	/	/	/	i	i	i	i	/	i	i
COc1cc(OC)cc(C(=O)N[C@H](C(=O)NCCc2ccc(S(N)(=O)=O)cc2)C(C)C)c1	i	i	i	i	i	i	i	i	i	i	i
CS(=O)(=O)N(CC(=O)Nc1ccc(F)cc1)C1CCCCC1	i	i	i	i	i	i	i	i	i	i	i
CCOC(=O)N1CCc2c(sc(NC(=O)CCS(=O)(=O)c3ccccc3)c2C(N)=O)C1	i	i	i	i	i	i	i	i	i	i	i
C/C(=N\NC(=O)c1cccc([N+](=O)[O-])c1)c1cccs1	i	i	13*	i	i	i	i	i	i	i	i
O=C(NCCS(=O)(=O)N1CCN(c2ccc(F)cc2)CC1)C12CC3CC(CC(C3)C1)C2	i	i	i	i	i	i	i	i	i	i	i
C=C(C)COc1ccc2c(C)c(CC(=O)N3C[C@H]4C[C@@H](C3)c3cccc(=O)n3C4)c(=O)oc2c1	i	i	i	i	i	i	i	i	i	i	i
CC(C)CCSc1nc2[nH]ncc2c(=O)[nH]1	i	i	i	i	i	i	i	i	i	i	i
NC(=O)c1ccccc1NS(=O)(=O)Cc1ccc(Cl)cc1	i	i	i	i	i	i	i	i	i	i	i
NS(=O)(=O)c1ccc(NC(=O)N[C@@H](Cc2ccccc2)C(=O)O)cc1	i	/	/	/	i	i	i	i	/	i	i
CC(=O)Nc1ccc(S(=O)(=O)Nc2nc3ccccc3nc2Nc2ccc(O)cc2)cc1	i	i	i	i	i	i	i	i	i	i	i
COc1ccc(CN(N=O)C2CC(=O)N(c3ccc(OC)cc3)C2=O)cc1 (stereo not given)	i	i	i	i	i	i	i	i	i	i	i
COc1ccccc1N1CC(C(=O)Nc2nnc(SCC(=O)NC(C)C)s2)CC1=O (stereo not given)	i	i	i	i	i	i	i	i	i	i	i
CN(C)c1ccc(C(=O)N(Cc2ccccc2)Cc2ccccc2)cc1	i	i	i	i	i	i	i	i	i	i	i
COc1ccc(C)cc1NC(=O)C(=O)NCc1ccncc1	i	i	i	i	i	i	i	i	i	i	i

(next part)
SMILES	RGS4 block	ANO1 block	MrgX1 PAM	MrgX1 antagonist	TRPC6 inh	TRPC4 PAM	TRPC4 act	TRPC6 act	MrgX1 agonist	TMEM16A act	TRPC4 block
CC(c1ccccc1)N1C(=O)c2ccc(C(=O)NCc3ccco3)cc2C1=O (stereo not given)	i	/	/	/	i	i	i	i	/	i	i
O=C(O)C1CCN(Cc2ccccn2)CC1	i	i	i	i	i	i	i	i	i	i	i
Cc1c(Cl)cccc1NC(=O)CC(NCCN1CCOCC1)C(=O)O (stereo not given)	i	i	i	i	i	i	i	i	i	i	i
NS(=O)(=O)c1cc(C(=O)OCC(=O)c2ccccc2)c(Cl)cc1Cl	i	i	i	i	i	i	i	i	i	i	i
c1ccc2nc(N3CCN(Cc4ccc5c(c4)OCO5)CC3)cnc2c1	i	i	i	i	i	i	i	i	i	i	i

Screens: PubChem, Johns Hopkins Ion Channel Center
